Screens: PubChem BioAssay, National Center for Advancing Translational Sciences (NCATS)
S3 lipid droplet – qHTS Assay for Lipid Storage Modulators in Drosophila S3 Cells | 320,000 tested, 0.64% active | Drosophila S3 cells, BODIPY lipid droplet fluorescence, 18-24 h; cells fed with added oleic acid | lipid storage change, negative = inhibition, % at the top dose, mostly 46.1 µM; hits show Potency in µM; active = well fitted inhibition curve with a large enough effect in the signal ratio, with a control signal flat, not every such curve was filed as active; inconclusive = small, poorly fitted or top-dose-only effect, or effect the other way, or a change in a side signal; the % refers to the signal ratio
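Laser-scanning cytometry quantifies lipid droplet accumulation (500–530 nm total intensity; droplet/cell object ratio) in oleic acid-fed (400 uM added) Drosophila S3 cells treated with a concentration series. 20 uM Triacsin C defined 100% inhibition.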
S3 lipid droplet cell count max – recorded beside S3 lipid droplet, whose call it bears; cell number change, %; measured here: cell count max response;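 cells counted by Cell Tracker Red CMTPX staining in the red channel; peak over a dose series mostly up to 46.1 µM; percent activity relative to internal control wells on each plate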
An asterisk follows results filed as active; i = inactive; ? = inconclusive; . = no result given. % is set by controls: 0 for no effect and ±100 for the full control effect; potency is the fitted concentration of half-maximal effect. An excerpt; rates above refer to the full screens.

S3 lipid droplet | S3 lipid droplet cell count max | smiles
? | . | Cc1ccc(Nc2nc(NCC3CCCO3)nc(N)c2[N+](=O)[O-])cc1 (centres undefined)
6% | 3 | N#Cc1ncc(Cl)c2ccccc12
1% | 0 | Cc1ccc(C(=O)O/N=C(\N)c2nonc2N)cc1
? | . | COc1c(Cl)ccc(Cl)c1C(=O)NC(=S)N1CCOCC1
8% | 2 | CC(=NCCN1CCNCC1)C1=C(O)CC(C)(C)CC1=O
-8% | 16 | COc1ccc(OC)c(CC(NC(C)=O)C(=O)NC2CCN(c3cc(C)nc4ncnn34)CC2)c1 (centres undefined)
? | . | COc1ccc2[nH]c(=O)c(C(c3nnnn3C3CCCC3)N(C)C3CCCCC3)cc2c1 (centres undefined)
-20% | . | CO/N=C/c1ccc(Oc2ccc([N+](=O)[O-])cc2[N+](=O)[O-])c(OC)c1
? | . | CC(c1cccnc1)N(C(=O)Nc1ccccc1)C1CCCCC1 (centres undefined)
? | . | COc1ccccc1OCC(=O)N1CCCC(Nc2cccc(F)c2)C1 (centres undefined)
? | . | Cc1cccc(NC(=O)N2CCN(Cc3ccc(Cl)cc3)CC2)c1
? | . | O=C(OCC(=O)N1CCC(Cc2ccccc2)CC1)c1ccc(CO)cc1
? | . | CN(C)CCCN(C(=O)c1ccc(S(=O)(=O)N2CCCCCC2)cc1)c1nc2cc3c(cc2s1)OCCO3
? | . | COCc1nnc(NC(=O)c2cccc(NC(=O)c3ccccc3)c2)s1
-16% | -4 | CC(C)(C)C(=O)Nc1nc2ccc(S(C)(=O)=O)cc2s1
18% | -1 | COc1ccc(CNC(=O)C2CCN(c3nc(OC)nc(OC)n3)CC2)cc1
-7% | -5 | Cc1ccc(Nc2nc(Cl)nc(N(C)C#N)n2)cc1
i | -4 | CC(C)c1nnc(NC(=O)CCC(=O)N2CCC(Cc3ccccc3)CC2)s1
? | . | O=C(c1cccnc1)N1CCN(Cc2ccccc2Br)CC1
-15% | -2 | CC(C)(C)c1ccc(C(=O)NCC(=O)OCc2ccc([N+](=O)[O-])cc2)cc1
? | . | NS(=O)(=O)c1ccc(NN=C2CCN(Cc3ccccc3)CC2)c([N+](=O)[O-])c1
? | . | COc1ccc(S(=O)(=O)N2CCOCC2)cc1C(=O)N(C)Cc1ccccc1F
? | . | Cc1nnsc1SCCNC(=O)c1ccc(F)cc1
? | . | CCOc1ccccc1N1CCN(C(=O)c2cc(-c3cc(OC)ccc3OC)nc3ccccc23)CC1
10% | 10 | Cc1ccc(C)c(NC(=O)COC(=O)CCNC(=O)c2ccco2)c1
? | . | O=C(CCCSc1nc2ccccc2[nH]1)NCc1ccccc1
i | . | O=S(=O)(Nc1nc2ccccc2nc1Cl)c1cccc(C(F)(F)F)c1
? | . | Cc1nc(-c2ccccc2)sc1C(=O)Nc1ccccc1F
? | . | COCCn1c(=O)[nH]c(=O)c2c1nc(-c1cc(Br)c3c(c1)OCO3)n2Cc1ccccc1
-2% | 0 | O=C(O)CSCCc1ccccn1

Among those listed so far, these have bromine.
S3 lipid droplet | S3 lipid droplet cell count max | smiles
? | . | O=C(c1cccnc1)N1CCN(Cc2ccccc2Br)CC1
? | . | COCCn1c(=O)[nH]c(=O)c2c1nc(-c1cc(Br)c3c(c1)OCO3)n2Cc1ccccc1

(next part)
S3 lipid droplet | S3 lipid droplet cell count max | smiles
? | . | COc1ccc(C(CNC(=O)C(C)c2ccc3cc(OC)ccc3c2)N(C)C)cc1 (centres undefined)
? | . | Cc1cc(C(=O)N2CCCC(N3CCN(c4ccc(F)cc4)CC3)C2)c(C)o1 (centres undefined)
? | . | CCC1C(=O)NCCN1C(=O)c1ccc2nc(Cc3cccc(Cl)c3)oc2c1 (centres undefined)
? | . | Cc1ccc(NC(=O)Nc2ccc(F)cc2)nc1
? | . | CC(C)n1cnc2c(NCc3ccccc3)cc(Cc3ccc(F)cc3)cc21
1% | 10 | Cc1nnc(-c2ccc(N3CCOCC3)c([N+](=O)[O-])c2)o1
? | . | C[N+](C)(C)CC(=O)N/N=C/c1c2ccccc2cc2ccccc12
-16% | 4 | CCOC(=O)Cn1c(=O)c2c(nc3n2CCCN3Cc2ccccc2)n(C)c1=O
? | . | COc1ccc(Cl)cc1NC(=O)CN(C)C(=O)c1sccc1-c1ccccc1
? | . | CC12c3ccccc3C(c3ccccc31)C1C(=O)N(Cc3cccnc3)C(=O)C12 (centres undefined)
i | 10 | Cc1ccc(S(=O)(=O)N[C@@H](C)C(=O)OCC(=O)N2c3ccccc3NC(=O)C2(C)C)cc1
-4% | 2 | CCCCC(=O)Nc1ccc(C(=O)NNC(=O)c2ccccc2Br)cc1
-9% | 4 | CC(=O)c1ccc(C(=O)N2CCCC(CCC(=O)N(C)CCc3ccccn3)C2)s1 (centres undefined)
? | . | Cc1cccc(/N=C/c2c(C)[nH]n(-c3ccccc3)c2=O)n1
? | . | COc1ccc(/C=C/C(=O)Nc2c(C)nn(C)c2C)cc1COc1ccc(Cl)cc1Br
? | . | CCOC(=O)C1(CCC(C)C)CC(CSc2nc3ccccc3[nH]2)OC1=O (centres undefined)
-16% | 2 | COc1ccc(N2C(=O)c3cccc4cccc(c34)C2=O)cc1
? | . | CCOC(=O)c1cnc(SC)nc1Sc1ccccc1
? | . | CCN(CC)CCNC(=O)c1ccc(NC(=O)C2CC(=O)N(c3ccc4c(c3)OCCO4)C2)cc1 (centres undefined)
? | . | Cc1[nH]n(-c2ccccc2)c(=O)c1/C=N/NC(=O)COc1ccccc1[N+](=O)[O-]
? | . | Cc1ccc2nc(-c3cccc(Br)c3)cc(C(=O)Nn3cnnc3)c2c1
24% | 15 | Cc1ccc(-c2nc(-c3cccnc3)sc2CC(=O)Nc2ccc(C)c(Cl)c2)cc1
17% | 4 | O=C(NC1CC2CCCC(C1)N2Cc1ccccc1)C1CCCCC1 (centres undefined)
? | . | Cc1ccccc1-n1nc(C)c2cc(C(=O)N3CCN(S(=O)(=O)c4ccccc4)CC3)sc21
? | . | CC1CN(C(=O)Nc2ccc3c(c2)OCO3)CC(C)O1 (centres undefined)
-16% | -11 | COc1ccc2cc(C(=O)NCCc3ccccc3)[nH]c2c1
? | . | COc1nc(/C=C/N(C)C)c([N+](=O)[O-])c(OC)n1
? | . | CC(C)Cc1nnc(NC(=O)CCC(=O)N2CCN(Cc3ccc(F)cc3)CC2)s1
? | . | Cc1csc(NC(=O)CS(=O)(=O)c2ccccc2)n1
? | . | O=C(NCc1cccnc1)c1ccccc1CCc1ccccc1

More compounds.
S3 lipid droplet | S3 lipid droplet cell count max | smiles
i | -6 | COC(=O)c1ccc(COC(=O)CNC(=O)c2cccs2)cc1
9% | 5 | C/C(=N\Nc1nccnc1Cl)c1ccc(O)cc1
-3% | 5 | O=C(CSc1nc2ccccc2[nH]1)Nc1cccc(S(=O)(=O)N2CCOCC2)c1
? | . | COCCCN1C(=O)c2[nH]nc(-c3ccccc3O)c2C1c1ccc(Cl)cc1 (centres undefined)
? | . | O=C(Cn1nc(C(F)F)cc1C(F)F)NNC(=S)Nc1ccc([N+](=O)[O-])cc1
? | . | Cc1ccc(S(=O)(=O)N2CCC(C(=O)C3C(=O)CC(C)(C)CC3=O)CC2)cc1
? | . | CC(OC(=O)CCCNC(=O)c1ccc(Cl)cc1)C(=O)N(C)Cc1ccccc1 (centres undefined)
12% | -1 | CCOC(=O)c1cc2c(=O)n3cccc(C)c3nc2n(Cc2ccco2)c1=NC(=O)c1ccccc1
i | 3 | CC(Sc1ncccn1)C(=O)NC1(C#N)CCCCC1 (centres undefined)
-1% | 8 | Cc1ccc(SC[C@H](Cc2ccccc2)N2CCN(CC(C)C)CCC2=O)cc1
8% | 8 | COc1ccc(Cl)cc1-c1n[nH]c(=S)n1C
-9% | -12 | Cc1cccc(OCc2n[nH]c(=S)n2Cc2ccccc2)c1
? | . | Cc1cc(C)n2cc(CSc3ccc(Br)cc3)nc2n1
? | . | Cc1ccc(S(=O)(=O)N2CCc3cc4c(cc3C2C)OCCCO4)cc1 (centres undefined)
9% | 7 | COc1ccc(NC(=O)CSc2nnnn2-c2ccc(F)cc2)cc1
-1% | -12 | CCCCNC(=O)NS(=O)(=O)c1ccc(C(=O)OC)o1
i | -11 | CN(C)S(=O)(=O)Nc1ccc2c(c1)Cc1ccccc1-2
24% | 7 | CCn1c(SCC(=O)Nc2cccc(C)c2)nc2ccccc2c1=O
1% | 8 | COC(=O)C(CC(C)C)NC(=O)c1ccc(F)cc1 (centres undefined)
? | . | COc1cc(/C=N/NC2=NS(=O)(=O)c3ccccc32)ccc1OC(C)=O
9% | 14 | Cc1ccc(N(C)S(=O)(=O)c2c(C)noc2/C=C/N(C)C)cc1
? | . | CCCCC1NC(C(=O)O)CS1 (centres undefined)
i | -8 | COc1ccc(NC(=O)CN2C(=O)NC3(CCCC3)C2=O)c(OC)c1
-3% | 10 | Cc1cccc(N(Cc2ccccc2F)S(C)(=O)=O)c1
? | . | CN(C)C(=O)C1(c2ccccc2)CCN(S(=O)(=O)c2ccccc2)CC1
10% | 1 | O=C(NCCOc1ccccc1Cl)C(=O)c1c[nH]c2ccccc12
? | . | COc1ccc(CNC(=S)Nc2ccc(OC)cc2)cc1
? | . | CCC(=O)NCCc1nc2cc(NC(=O)c3ccccc3OC)ccc2n1C
? | . | CC[C@@](C)(NS(=O)(=O)OCC(Cl)(Cl)Cl)c1ccccc1
? | . | O=S(=O)(NCc1ccccc1)c1ccc(S(=O)(=O)N(Cc2ccccn2)C2CCCC2)cc1

Nothing new here: 7 of the compounds above.
S3 lipid droplet | S3 lipid droplet cell count max | smiles
? | . | Cc1cc(C)n2cc(CSc3ccc(Br)cc3)nc2n1
? | . | Cc1ccc(S(=O)(=O)N2CCc3cc4c(cc3C2C)OCCCO4)cc1 (centres undefined)
9% | 7 | COc1ccc(NC(=O)CSc2nnnn2-c2ccc(F)cc2)cc1
-1% | -12 | CCCCNC(=O)NS(=O)(=O)c1ccc(C(=O)OC)o1
i | -11 | CN(C)S(=O)(=O)Nc1ccc2c(c1)Cc1ccccc1-2
24% | 7 | CCn1c(SCC(=O)Nc2cccc(C)c2)nc2ccccc2c1=O
1% | 8 | COC(=O)C(CC(C)C)NC(=O)c1ccc(F)cc1 (centres undefined)

Some of the entries so far, with each value named:
COc1ccc(CNC(=S)Nc2ccc(OC)cc2)cc1
- S3 lipid droplet = ?
- S3 lipid droplet cell count max = .
CCC(=O)NCCc1nc2cc(NC(=O)c3ccccc3OC)ccc2n1C
- S3 lipid droplet = ?
- S3 lipid droplet cell count max = .
CC[C@@](C)(NS(=O)(=O)OCC(Cl)(Cl)Cl)c1ccccc1
- S3 lipid droplet = ?
- S3 lipid droplet cell count max = .
O=S(=O)(NCc1ccccc1)c1ccc(S(=O)(=O)N(Cc2ccccn2)C2CCCC2)cc1
- S3 lipid droplet = ?
- S3 lipid droplet cell count max = .

Continuation:
S3 lipid droplet | S3 lipid droplet cell count max | smiles
-14% | . | COc1ccc(OC)c(C2CC(=O)C3=C(C2)NC(=O)CC3c2ccc(O)c(OC)c2)c1 (centres undefined)
i | . | Cn1c(=O)c2c(nc(Oc3ccc4c(c3)OCO4)n2Cc2ccc(F)cc2)n(C)c1=O
14% | -4 | O=C(COc1ccc(S(=O)(=O)NC2CCCCC2)cc1)NCc1cccnc1
? | . | Cc1ccc(S(=O)(=O)Nc2nc3ccccc3nc2Nc2cccc(S(=O)(=O)N3CCCC3)c2)cc1
? | . | COCCn1c(N)c(Sc2ccc([N+](=O)[O-])cc2)c(=O)[nH]c1=O
i | . | COC(=O)c1sccc1NC(=O)c1ccc(Cl)s1
-18% | -1 | Cc1cccc(C(=O)NNC(=O)C2CCCO2)c1 (centres undefined)
? | . | O=C(CSc1nnc(CNc2ccc(F)cc2)o1)N1CCN(C(=O)c2ccco2)CC1
? | . | Cc1c(C(=O)NC2CCCc3ccccc32)oc2ccc(S(=O)(=O)N3CCCC3)cc12 (centres undefined)
5% | 6 | CCn1c(=S)[nH]c2c(c1=O)C(C)(C)Cc1ccccc1-2
? | . | CSc1ncccc1C(=O)OCC(=O)NCCC1=CCCCC1
? | . | COc1ccc(CNC(=O)COC(=O)CCCOc2ccc(Cl)cc2Cl)cc1OC
16% | . | COc1ccccc1NC(=O)/C=C/c1cc([N+](=O)[O-])ccc1OC(F)F
? | . | COc1cccc(-n2nc(C(=O)NCC3CCCO3)c3ccccc3c2=O)c1 (centres undefined)
-5% | -1 | Cc1nc2ccc(S(=O)(=O)NC(C(=O)NCc3ccc4c(c3)OCO4)C(C)C)cc2s1 (centres undefined)
-10% | -1 | NC(N)=Nc1nc(C2COc3ccccc3O2)cs1 (centres undefined)
i | 0 | CCCC1(C(=O)OC)NC(c2cccc(F)c2)C2C(=O)N(CC)C(=O)C21 (centres undefined)
? | . | COC(=O)CCC(C)N1CCC(Oc2ccc(C(=O)N3CCCC3)cc2)CC1 (centres undefined)
-1% | 24 | O=C(NC(=S)Nc1nc(-c2ccc(Cl)cc2)cs1)c1cccs1
-5% | 7 | C/C(=C/Cc1c(O)cc2oc(C)cc(=O)c2c1O)COC1OC(CO)C(O)C(O)C1O (centres undefined)
? | . | O=C(COC(=O)/C=C/c1ccc(Br)o1)Nc1ccccc1F
? | . | O=c1[nH]c(CN2CCCCC2)nc2c1C1(CCCCC1)Cc1ccccc1-2
3% | -10 | COc1ccc(CN2CCN(C(=O)c3ccco3)CC2)cc1OCc1ccccc1
23% | 10 | Cc1cccc(N(C(=O)c2csnn2)C(C(=O)NC2CCCCC2)c2ccncc2)c1 (centres undefined)
0% | -6 | O=Cc1cccn1-c1sc2c(c1C(=O)O)CCCC2
i | -5 | Cc1cccc(CC2CC(=O)N(c3ccccc3)C2=O)c1 (centres undefined)
